Screens: PubChem BioAssay, National Center for Advancing Translational Sciences (NCATS)
PTHR1 ag = agonists of human PTHR1 parathyroid hormone receptor. Q03431. HEK293 GP2 PTHR1 cells, GloSensor cAMP luminescence, 1 h. Potency, µM (highest dose often 115 µM), for the others: top-dose activation, most hits filed as activators. hit rate 0.075% among 410,000; also: potency is read from the fitted curve at half-maximal effect; nearly all actives have a fitted effect of over 55% in size; some results filed as inactive show a strong effect at the top dose; inactives centre near -15; many of its hits are not listed in these tables
Target sequence (Q03431 whole entry, looked up): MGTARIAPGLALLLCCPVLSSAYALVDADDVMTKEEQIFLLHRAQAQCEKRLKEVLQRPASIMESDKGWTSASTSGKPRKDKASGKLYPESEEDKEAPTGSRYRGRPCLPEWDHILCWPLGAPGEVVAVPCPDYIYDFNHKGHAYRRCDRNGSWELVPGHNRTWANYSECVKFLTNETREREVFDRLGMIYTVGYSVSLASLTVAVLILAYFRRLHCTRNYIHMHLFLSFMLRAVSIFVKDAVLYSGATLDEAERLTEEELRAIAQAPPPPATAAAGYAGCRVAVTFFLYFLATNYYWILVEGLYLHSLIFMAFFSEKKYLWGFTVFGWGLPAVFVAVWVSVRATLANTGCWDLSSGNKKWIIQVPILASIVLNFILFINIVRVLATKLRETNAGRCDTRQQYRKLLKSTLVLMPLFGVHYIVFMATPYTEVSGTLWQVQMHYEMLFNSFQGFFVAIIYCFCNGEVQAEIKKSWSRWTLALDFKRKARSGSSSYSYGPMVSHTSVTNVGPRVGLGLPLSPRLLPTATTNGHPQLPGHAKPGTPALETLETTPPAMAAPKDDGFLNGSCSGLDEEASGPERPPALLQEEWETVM
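HEK-293-derived GP2 cells expressing PTHR1 and a GloSensor cAMP reporter, 3,000/well, plated overnight, given luciferin plus IBMX (each 0.5 mM as added) for 1 h at 37 °C, then compound for 1 h at 37 °C. Luminescence was read after 15 min at room temperature.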
FUS suppressor = rescues growth of FUS-expressing yeast; S. cerevisiae FUS-expressing, growth rescue, OD600, 24 h; Potency, µM (series often up to 76.6 µM), for inactives: top-dose growth rescue (activation), actives largely listed as activators; hit rate 0.24% among 390,000; AID 1347120;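 also: potency is read from the fitted curve at half-maximal effect; plate controls were DMSO vehicle for no effect and reference control for full effect; nearly all actives have a fitted effect of over 55% in size; some results filed as inactive show a strong effect at the top dose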
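FUS-expressing yeast, raffinose-pregrown, induced in 2% galactose minimal medium at OD 0.005; compounds in a dilution series, 24hr at 30C. Growth restoration read as absorbance at 600 nm. CP55940 positive control, DMSO negative.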
D3 antag = blocks the human D3 dopamine receptor; P35462; D3R cells, DiscoveRx beta-arrestin luminescence, antagonist mode; stronger effect = lower value; max response, negative = inhibition, %; hit rate 2.5% among 360,000; AID 652054; in the data active = max response below about -50%; inconclusive = no clear call, values can overlap the other calls; also: % is scaled to controls: 0 for no effect and ±100 for the full control effect; mostly tested at two doses, the higher about 12 µM
Target sequence (P35462 whole entry, looked up): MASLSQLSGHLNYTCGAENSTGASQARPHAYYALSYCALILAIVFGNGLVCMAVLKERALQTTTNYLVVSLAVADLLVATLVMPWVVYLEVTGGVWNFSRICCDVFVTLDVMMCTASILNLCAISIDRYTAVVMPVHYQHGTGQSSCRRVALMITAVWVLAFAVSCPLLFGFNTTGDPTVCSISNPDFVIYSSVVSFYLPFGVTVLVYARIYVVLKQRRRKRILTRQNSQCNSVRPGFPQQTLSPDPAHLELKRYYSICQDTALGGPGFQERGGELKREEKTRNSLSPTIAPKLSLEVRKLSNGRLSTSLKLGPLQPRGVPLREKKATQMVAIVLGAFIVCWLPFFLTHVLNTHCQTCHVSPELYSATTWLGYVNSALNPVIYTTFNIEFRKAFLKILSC
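Cells expressing the human receptor were seeded at 1500 cells/well, incubated overnight at 37 degrees C in 5% CO2, then exposed to library compounds with dopamine controls for 90 minutes at 37 degrees C before luminescent detection.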
Abeta rescue = A-beta toxicity reversal in yeast. yeast expressing A-beta42, growth rescue, OD600, 48 h; response scale: 0% DMSO, 100% iron-clioquinol control. Potency, µM (top dose mostly 46.1 µM), for the others: top-dose growth rescue, most hits filed as activators. hit rate 0.063% among 410,000; also: potency is read from the fitted curve at half-maximal effect; nearly all actives have a fitted effect of over 55% in size
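Growth rescue measured by 600 nm absorbance after 48 h yeast culture at 30 C with compound. Values normalized between DMSO and an equimolar ferric chloride plus clioquinol control.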
GLP1R inv ag = inverse agonists of human GLP-1 receptor | Potency, µM (doses to about 38.3 µM), for the others: top-dose activity change, negative = inhibition, most hits filed as inhibitors | HEK293 GLP-1R CRE-luciferase, luminescence, 24 h; GLP-1R form is constitutively active | hit rate 1.6% among 410,000 | P43220 | AID 624417; also: potency is read from the fitted curve at half-maximal effect; % is scaled to controls: 0 for no effect and ±100 for the full control effect; nearly all actives have a fitted effect of over 55% in size
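qHTS in 1536-well format: reporter HEK293 cells expressing constitutive GLP-1R activity in DMEM + 10% Nu serum, 24 hr with compounds at 37 deg C, luminescence read after 12 min with detection reagent.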
GLP1R ag = GLP-1 receptor (human) agonism; Potency, µM (series often up to 45.6 µM), for the others: at the highest dose activation, most hits filed as activators; hit rate 0.007% among 380,000; HEK293 GLP-1R CRE-luciferase, luminescence, 4-6 h; cells express a hypersensitive GLP-1R form; P43220; also: potency is read from the fitted curve at half-maximal effect; % of control where 0% means no effect
TDP43 rescue = rescues yeast growth from TDP-43 toxicity; TDP-43 expressing yeast growth rescue, BacTiter-Glo, 24 h; Potency, µM (titrated, usually from 46.1 µM), for the others: at the highest dose growth rescue (activation), usual class: activators; AID 652104; hit rate 1.8% among 410,000; also: potency is read from the fitted curve at half-maximal effect; % of control where 0% means no effect; nearly all actives have a fitted effect of over 50% in size
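Yeast expressing TDP-43 (pregrown in raffinose, seeded at OD600=0.02 in galactose medium) exposed to compounds 24 hr at 30 deg C. Growth read by BacTiter-Glo luminescence; rescue of toxicity appears as increased signal.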
aSyn rescue = inhibitors of alpha-synuclein toxicity in yeast; Yeast expressing alpha-synuclein, growth rescue, BacTiter-Glo, 24 h; Potency, µM (titrated, usually from 46.1 µM), for the others: at the top dose growth rescue (activation), actives largely listed as activators; hit rate 0.14% among 370,000; also: potency is read from the fitted curve at half-maximal effect; % of control where 0% means no effect; nearly all actives have a fitted effect of over 65% in size
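Galactose-induced alpha-syn yeast (OD600=0.02, raffinose-pregrown) + pinned cpd, 24 hr, 30 deg C; growth by BacTiter-Glo luminescence. Growth restoration scores as activation.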
pAkt inh = blocks phosphorylation of Akt; activity change, % for hits at 50 µM; AID 651550; hit rate 0.32% among 360,000; Neuro2A IGF-stimulated pAkt S473 HTRF, 20 min; stronger effect = lower value; in the data active = activity change below about -80%; inconclusive = mostly about -51% to -80%; also: % is scaled to controls: 0 for no effect and ±100 for the full control effect
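Neuro2A cells in DMEM with 0.5% FBS, overnight at 37 deg C, given compound at single 50 µM final, then IGF (6 nM final) for 20 min at 37 deg C. Lysed; phospho-Akt Ser473 by HTRF after 24 h, 665/615 ratio.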
Numbers without * were called inactive; i = inactive; ? = inconclusive; / = not tested or not shown; [ ] = remark or other dose. Unless noted, calls follow the shape of the dose curve; as a rule, active = well fitted curve in the direction sought with a large enough effect; inconclusive = small, poorly fitted or top-dose-only effect, or another doubt; inactive = no such curve, though single readings can be large; an effect the other way counts as inactive or inconclusive.

Values run as follows: GLP1R ag	PTHR1 ag	GLP1R inv ag	FUS suppressor	D3 antag	Abeta rescue	TDP43 rescue	aSyn rescue	pAkt inh
COc1ccccc1C=NN1CCCCCC1
→ -3.1%	i	?	34.4%	4.3	-5.7%	-24.1%	-5.2%	i
COc1cc(C(=O)NCc2cccnc2)ccc1OCC(=O)Nc1cccc(C(F)(F)F)c1
→ 8.6%	-38.3%[inhibitor]	-16.3%	39.4%	17.4	0.5%	22.8%	-8.5%	i
Cc1ccc(C(=O)OCc2cc(=O)n3c(C)csc3n2)s1
→ 4.5%	-5.7%	19.4%	-3.5%	-2.0	2.0%	22.4µM*	-1.6%	i
O=C(NC1CCCC1)C(c1ccc(F)cc1)N(Cc1ccc(F)cc1)C(=O)CCl (stereo unspecified)
→ -0.3%	-1.8%	-8.1%	9.3%	-13.0	11.6%	29.8%	0.2%	i
Fc1ccc(NC(=S)N/N=C/c2ccc(F)c(F)c2)cc1
→ 7.1%	-18.0%	?	-9.3%	0.3	18.6%	?	-13.8%	i
COc1ccccc1C(=O)Nc1cc2cc(Br)ccc2oc1=O
→ -8.4%	-9.6%[57.5 µM]	14.5%	1.7%	7.0	4.8%	3.5%	1.4%	i
COc1ccnc(Oc2ccc(F)cc2)c1C#N
→ 13.3%	i	23.3%	11.2%	-21.3	-17.8%	-7.9%	-9.8%	i
Cc1ccc(-c2csc3ncnc(SCC(=O)NCc4ccc5c(c4)OCO5)c23)cc1
→ -1.0%	-3.0%[57.5 µM]	-32.5%	12.5%	18.3	7.9%	-1.0%	2.4%	i
C/C=C(\C)C(=O)NCCN1C2=NC[C@H](C(C)C)N2C[C@H]1Cc1ccc(O)cc1
→ -1.3%	-14.1%	17.6%	-3.1%	-23.2	0.0%	-13.1%	1.0%	i
CC(=O)Nc1ccc(C=NNc2ccc(S(=O)(=O)Nc3ccccc3C(=O)O)cc2[N+](=O)[O-])cc1
→ 8.9%	-30.8%	42.1%[activator]	5.9%	-10.1	4.7%	-15.5%	-4.3%	i
CCC(C(=O)NCCc1ccc(OC)cc1OC)n1nc(C)n2c(cc3occc32)c1=O (stereo unspecified)
→ -4.5%	25.0%	-19.5%	-1.6%	-5.6	0.0%	2.3%	-1.7%	i
Cc1cc(C)c2nc(N3CCC(C(=O)N4CCN(c5ncccn5)CC4)CC3)sc2c1
→ -0.7%	-0.1%[57.5 µM]	0.0%	14.2%	7.7	-17.6%	-21.9%	2.0%	i
N#CCC1c2ccccc2CCN1C(=O)Nc1ccc(Cl)cc1 (stereo unspecified)
→ -0.9%	i	-4.8%	5.1%	?	14.2%	-7.0%	-18.6%	i
Cc1ccc2sc(N(CCN(C)C)C(=O)/C=C/c3cccs3)nc2c1C
→ -0.6%	-12.7%	10.2%	-2.5%	-69.2*	-2.8%	16.5%	-12.0%	i
COC(=O)CCC(=O)NC(=S)Nc1c(C)cccc1C
→ 2.8%	i	-3.9%	20.1%	-18.3	12.7%	7.8%	8.1%	i
COC(=O)c1cccc(C(=O)N2CCC(CCC(=O)NCc3ccc(F)cc3)CC2)c1
→ 14.7%	-7.4%	-16.4%	9.4%	7.7	-4.2%	-16.7%	1.7%	i
O=C(O)C1=NN(c2ccccc2)C(=O)C1
→ -0.8%	i	13.1%	24.1%	49.0	-9.4%	-5.1%	0.2%	i
CC(=O)Nc1ccc(NC(=O)C(C)OC(=O)C2CCN(S(=O)(=O)c3ccc4c(c3)OCCO4)CC2)cc1 (stereo unspecified)
→ 6.1%	-50.6%[inhibitor]	1.9%	45.0%	-12.5	14.3%	9.2%	-0.5%	i
O=C(O)c1ccc(Cl)c(S(=O)(=O)Nc2ccccc2Cc2ccccc2)c1
→ 1.2%	-14.0%	-5.2%	11.0%	0.9	-1.4%	-9.8%	1.8%	i
Cc1ccc(C(=O)N2CC(=O)Nc3ccc(Br)cc3C2c2ccc(F)cc2)cc1C (stereo unspecified)
→ /	-19.7%	?	34.7%	/	5.8%	?	/	/
CCN(CC#CCC1(O)c2ccccc2-c2ccccc21)CCO
→ -0.9%	-24.4%[57.5 µM]	-11.6%	10.5%	-3.1	1.0%	1.4%	-2.5%	i
CC(C)(C)c1ccc(-c2nc(SCCCOc3ccccc3)n3[nH]c(=O)cc3n2)cc1
→ /	-65.9%[inhibitor]	0.8%	41.5%	/	-15.3%	3.2%	/	/
O=C(COC(=O)Cc1cccc(C(F)(F)F)c1)NCC1CCCO1 (stereo unspecified)
→ -2.3%	i	5.0%	-15.6%	14.5	4.0%	-0.3%	0.0%	i
O=C(CSc1nc2c(c(=O)[nH]1)CCC2)Nc1ccccc1C(F)(F)F
→ /	i	11.8%	-8.3%	/	12.7%	15.2%	/	/
COCCN1C(=O)CN(S(C)(=O)=O)CC1(C)C(=O)Nc1ccc2c(c1)OCCO2 (stereo unspecified)
→ /	-8.0%	2.9%	-6.6%	-15.1	-8.5%	-15.0%	-4.1%	i
c1ccc2nc(-c3ccc4c(c3)OCO4)ccc2c1
→ 1.8%	-48.3%[inhibitor]	-6.7%	-26.5%	7.8	-16.2%	1.7%	-7.5%	i
Cc1ccccc1NC(=O)COC(=O)CN1C(=O)NC(C)(C)C1=O
→ 6.9%	i	4.4%	-3.9%	10.3	0.7%	0.2%	-7.1%	i
C/C(Cc1ccccc1)=N\NC(=O)CNC(=O)c1ccccc1Br
→ -5.8%	?	0.5%	-17.5%	-15.5	3.8%	-5.4%	-5.1%	i
O=C(COC(=O)CCc1ccccc1)NC1CCS(=O)(=O)C1 (stereo unspecified)
→ -14.9%	i	7.3%	2.6%	-11.9	5.5%	0.1%	-5.8%	i
COc1cc(-c2nnc(SC/C=C/c3ccccc3)n2N)cc(OC)c1OC
→ 2.1%	i	-3.0%	/	47.6	0.0%	-0.9%	5.9%	i

Some of the entries above in a different format:
compound | GLP1R ag | PTHR1 ag | GLP1R inv ag | FUS suppressor | D3 antag | Abeta rescue | TDP43 rescue | aSyn rescue | pAkt inh
N#CCC1c2ccccc2CCN1C(=O)Nc1ccc(Cl)cc1 (stereo unspecified) | -0.9% | i | -4.8% | 5.1% | ? | 14.2% | -7.0% | -18.6% | i
Cc1ccc2sc(N(CCN(C)C)C(=O)/C=C/c3cccs3)nc2c1C | -0.6% | -12.7% | 10.2% | -2.5% | -69.2* | -2.8% | 16.5% | -12.0% | i

Continuation.
Values run as follows: GLP1R ag	PTHR1 ag	GLP1R inv ag	FUS suppressor	D3 antag	Abeta rescue	TDP43 rescue	aSyn rescue	pAkt inh
CC(C)C(=O)N1CCN(c2ccccc2NC(=O)c2cccc3ccccc23)CC1
→ 25.4%	-0.5%	-9.6%	22.4%	8.4	-1.5%	25.2%	0.0%	i
Oc1ccc(F)cc1-c1cc(-c2ccc3c(c2)OCCO3)n[nH]1
→ -7.3%	-11.1%[57.5 µM]	?	20.8%	-52.8*	23.8%	?	-9.7%	i
Cc1ccc(C(=O)OCC(=O)Nc2cc(S(C)(=O)=O)ccc2Cl)cc1S(=O)(=O)N1CCCCC1
→ 6.3%	-90.9%[inhibitor]	11.8%	/	-3.1	-1.0%	-8.1%	12.7%	i
FC(F)(F)COc1ccc(-n2ccnc2)nn1
→ 0.0%	-5.8%	-7.1%	-11.5%	12.7	-8.0%	-15.9%[9.22 µM]	-3.1%	i
Cc1cc(C(=O)NCC(c2cccs2)N2CCOCC2)ccc1[N+](=O)[O-] (stereo unspecified)
→ 7.3%	i	?	3.2%	1.5	10.3%	11.2%	4.8%	i
CCCCOc1ccc(C(=O)Oc2cc(C)[nH]c(=O)c2[N+](=O)[O-])cc1
→ -5.5%	i	5.2%	-27.1%	-8.7	-11.5%	17.8µM*	-2.5%	/
CC(=O)Nc1nc2c(F)cccc2s1
→ 4.0%	i	2.9%	-22.8%	17.3	-3.1%	14.9%	2.9%	i
Clc1ccc(Oc2cccc(/C=N/n3cnnc3)c2)cc1
→ 0.4%	-36.6%[inhibitor][57.5 µM]	2.3%	-7.2%	-21.8	-2.4%	?	14.7%	i
O=C(CSc1ncnc2c1oc1ccccc12)Nc1nc2ccccc2s1
→ -2.7%	-28.5%	?	21.0%	3.7	2.5%	19.0%	-2.0%	i
CCc1nc2ccc(C(=O)Nc3cc(-c4ccccc4)ccc3OC)cn2c1N(CC)CC(=O)N(C)C
→ 12.4%	i	?	?	-16.4	-2.0%	10.8%	9.2%	i
O=C(c1ccc(C#CC2(O)CCCCC2)cc1)N1CCN(Cc2ccccc2)CC1
→ 17.6%	-10.8%	?	-5.8%	?	-3.6%	5.3%	-3.5%	i
CCOc1ccccc1OCCCC(=O)Nc1cccc(S(=O)(=O)N2CCOCC2)c1
→ -1.3%	-18.5%	-18.5%	21.5%	-11.1	12.2%	5.6%	-1.1%	i
Cc1ccccc1-n1nc(C)c(N=O)c1N
→ 0.8%	i	6.9%	-4.9%	0.1	-3.6%	-10.7%	-6.2%	i
Cc1cc(-c2nnc(CCC(=O)NC(C)c3cccc4ccccc34)o2)no1 (stereo unspecified)
→ 6.6%	i	-1.6%	5.5%	1.8	0.3%	8.8%	7.0%	i
COc1ccc(NC(=O)CN2CCN(C(=O)N3CCOCC3)CC2)cc1
→ 4.6%	-15.7%	14.5%	-24.4%	-4.0	-15.7%	-8.9%	-1.0%	i
COc1ccc2c(c1)CCc1c(C(=O)Nc3ccc(C#N)cc3)noc1-2
→ /	i	4.9%	-13.6%	/	-2.3%	15.5%	/	/
CSCC[C@H](NC(=O)[C@H]1CC[C@H](CNC(=O)[C@@H](N)Cc2ccccc2)CC1)C(=O)O
→ -0.4%	-9.7%	2.1%	-23.3%	0.2	5.7%	8.8%	1.4%	i
CCc1ccc(C(O)(CC(C)C)C(CN2CCOCC2)c2ccccc2)cc1 (stereo unspecified)
→ -7.1%	-30.8%[inhibitor]	?	-0.6%	-8.6	8.3%	19.7%	18.4%	i

This is a subset; the hit share may differ from the screen's.
